Assay outcomes (PubChem BioAssay)
NIH3T3 tox: cytotoxic compounds in NIH 3T3 cells; NIH 3T3 viability, CellTiter-Glo ATP luminescence, 48-72 h; Potency, µM (highest dose often 96.7 µM), without a hit: at the top dose activity change, negative = cytotoxicity, usual class: inhibitors; 4.3% of 94,000 active; AID 1345082; also: potency is read from the fitted curve at half-maximal effect; nearly all actives have a fitted effect of over 55% in size
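ATP-dependent luminescence (CellTiter-Glo) served as the viability signal for NIH 3T3 cells treated with compound for 48 or 72 hr at 37 °C.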
SNCA expr inh: reduces expression of the alpha-synuclein gene; 0.17% of 140,000 active; Potency, µM (highest dose often 57.2 µM), inactives show at the top dose activity change, negative = inhibition, hits mostly inhibitors; HEK-293 SNCA-luciferase knock-in, luminescence, 24 h;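 also: potency is read from the fitted curve at half-maximal effect; plate controls were DMSO cells for no effect and cell-free wells for full effect; nearly all actives have a fitted effect of over 45% in size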
HEK293 tox: HEK 293 cell cytotoxicity; HEK 293 viability, ATP luminescence (CellTiter-Glo), 48-72 h; Potency, µM (top dose mostly 115 µM), without a hit: at the highest dose activity change, negative = cytotoxicity, most hits filed as inhibitors; 6.6% of 94,000 active; AID 1345083; also: potency is read from the fitted curve at half-maximal effect; nearly all actives have a fitted effect of over 60% in size
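Cells seeded first (HEK 293, 250 cells/well), then compound added by pintool. Incubation ran 48 or 72 hr at 37 degree Celsius. CellTiter-Glo was added and luminescence imaged after 10 min at room temperature.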
SNCA viab count: cell viability loss counter-screen | HEK-293-SNCA-luc viability, GF-AFC fluorescence, 24 h | Potency, µM (top dose mostly 57.1 µM), without a hit: at the highest dose activity change, negative = cytotoxicity, actives largely listed as cytotoxic | 0.12% of 150,000 active | AID 1671193;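 also: potency is read from the fitted curve at half-maximal effect; 0% = DMSO-treated cells and -100% = medium-only wells without cells; nearly all actives have a fitted effect of over 30% in size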
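Cytotoxicity counterscreen: after 24 h compound treatment of genome-edited SNCA-luciferase HEK-293 cells, live-cell protease substrate GF-AFC read by fluorescence after 30 min; activity scaled between DMSO (0%) and medium-only (-100%), curves Hill-fitted.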
Luciferase inh: inhibitors of firefly (Photinus pyralis) luciferase. purified P. pyralis luciferase, luminescence, biochemical. 2.5% of 76,000 active. P08659. Potency, µM (top dose mostly 115 µM), inactives show at the top dose activity change, negative = inhibition, actives largely listed as inhibitors; also: potency is read from the fitted curve at half-maximal effect; nearly all actives have a fitted effect of over 65% in size
Target sequence (P08659 whole entry, looked up): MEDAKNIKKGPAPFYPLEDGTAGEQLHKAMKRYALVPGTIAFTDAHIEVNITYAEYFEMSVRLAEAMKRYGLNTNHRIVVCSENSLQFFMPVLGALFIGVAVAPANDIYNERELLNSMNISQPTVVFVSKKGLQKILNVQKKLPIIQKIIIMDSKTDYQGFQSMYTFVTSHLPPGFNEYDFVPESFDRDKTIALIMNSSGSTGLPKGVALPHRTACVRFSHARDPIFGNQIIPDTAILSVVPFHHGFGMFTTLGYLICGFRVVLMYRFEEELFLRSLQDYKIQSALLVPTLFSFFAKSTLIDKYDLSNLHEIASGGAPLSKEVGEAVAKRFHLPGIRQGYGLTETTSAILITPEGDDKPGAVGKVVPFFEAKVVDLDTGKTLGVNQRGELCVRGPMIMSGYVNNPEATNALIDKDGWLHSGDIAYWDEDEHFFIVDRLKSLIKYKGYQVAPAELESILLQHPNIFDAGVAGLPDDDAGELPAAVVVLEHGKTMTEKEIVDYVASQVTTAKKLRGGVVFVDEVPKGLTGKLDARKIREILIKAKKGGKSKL
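Purified 10nM P. pyralis luciferase with 10uM D-luciferin and 10uM ATP in 50mM Tris acetate pH 7.5, 10mM Mg acetate, 0.01% Tween-20, 0.05% BSA. qHTS titration; luminescence read by CCD imager.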
GPT2 inh: blocks human glutamate pyruvate transaminase 2. Recombinant GPT2, coupled pyruvate oxidase/HRP Amplex Red fluorescence. Q8TD30. 0.25% of 100,000 active. Potency, µM (doses to about 57.7 µM), inactives show at the highest dose activity change, negative = inhibition, usual class: inhibitors. AID 1671188; also: potency is read from the fitted curve at half-maximal effect; nearly all actives have a fitted effect of over 60% in size; many of its hits are not listed in these tables
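Fluorescence read-out: pyruvate from GPT2 turnover coupled to pyruvate oxidase, HRP and Amplex Red (0.2mM ThPP, 0.2U/mL PO and HRP, 50uM Amplex final). Substrates 250uM a-KG, 2mM L-alanine; enzyme 10ng/uL; 30 min RT.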
IP6K1 inhibitor: inhibitors of human IP6K1 | 0.81% of 140,000 active | IP6K1 kinase, ADP-Glo luminescence, 2 h; active compounds read low | activity change, % (series mostly up to about 58 µM) | AID 1645851; in the data active = activity change below about -25%
Target sequence (Q92551 whole entry, looked up): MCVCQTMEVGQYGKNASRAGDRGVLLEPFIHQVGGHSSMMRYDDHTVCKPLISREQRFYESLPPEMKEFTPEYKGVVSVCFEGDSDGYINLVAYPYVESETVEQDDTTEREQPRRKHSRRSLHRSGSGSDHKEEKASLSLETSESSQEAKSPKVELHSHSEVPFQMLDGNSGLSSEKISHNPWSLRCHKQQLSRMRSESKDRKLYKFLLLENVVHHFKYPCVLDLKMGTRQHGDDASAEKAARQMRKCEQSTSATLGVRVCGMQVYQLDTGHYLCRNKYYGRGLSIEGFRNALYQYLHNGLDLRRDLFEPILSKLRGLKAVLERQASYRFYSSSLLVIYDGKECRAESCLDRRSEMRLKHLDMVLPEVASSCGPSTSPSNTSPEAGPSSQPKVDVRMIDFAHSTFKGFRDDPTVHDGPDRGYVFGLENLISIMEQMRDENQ
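ADP-Glo luminescence measures ADP made by human IP6K1 during a 2 h RT reaction with ATP/IP6 (mix at 1.3 mM/130 uM); top library doses 57.5 and 19.1 uM final.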
* = called active by the depositor; i = inactive; ? = inconclusive; · = no result given; & = joins results of further samples; [ ] = remark or other dose. Unless noted, calls follow the shape of the dose curve; as a rule, active = well fitted curve in the direction sought with a large enough effect; inconclusive = small, poorly fitted or top-dose-only effect, or another doubt; inactive = no such curve, though single readings can be large; an effect the other way counts as inactive or inconclusive. Unless noted, % is scaled to controls: 0 for no effect and ±100 for the full control effect. Rows were taken by chance; any-hit rate near 7.8%.

SMILES | NIH3T3 tox | SNCA expr inh | HEK293 tox | SNCA viab count | Luciferase inh | GPT2 inh | IP6K1 inhibitor
CSCCNC(=O)C1CCCN1c1nccc(Nc2ccc(C)cc2)n1 (centres undefined) | -7.3% | -13.0% | 79.4µM* | -12.2%[12.5 µM] | · | i | -7.8
Cn1cnnc1CC1CCCN(C(=O)c2ccco2)C1 (centres undefined) | -5.7% | -3.3% | 2.4% | 13.2% | -9.5% | i | 19.3
CC1(C)C2CC(OC3OC(COC4OCC(O)(CO)C4O)C(O)C(O)C3O)C1(C)CC2O (centres undefined) | · | · | · | 20.9%[23.9 µM] | · | i | 6.6
Cc1cc(C(=O)N2CCN(C(=O)N3CC4CC(C3)[C@H]3CCCC(=O)N3C4)CC2)n(C)n1 (some centres undefined) | i | -25.8% | 10.7% | -3.0% | 8.7% | i | -1.8
COc1cc(NS(=O)(=O)c2cccs2)cc(OC)c1 | · | 15.1% | · | 6.3% | · | · | -3.7
COc1ccc(OCC2(C)COc3ccc(C(=O)NCc4cccnc4)cc3N2)cc1 (centres undefined) | ? | 46.1%[activator][87.6 µM] | ? | -1.7%[87.6 µM] | 11.1%[172 µM] | 2.9%[88.5 µM] | 2.9
CC(C)(CC(=O)O)CC(=O)N[C@H]1CO[C@H]2[C@@H]1OC[C@@H]2n1nnnc1Oc1ccc2c(c1)OCO2 | -0.7% | -18.8% | 0.6% | 2.3% | 4.9% | -3.5% | 5.9
CC(C)CC1NC(=O)C(C)NC(=O)C(CC(C)C)OC(=O)CCCNC1=O (centres undefined) | · | · | · | -2.9% | · | 4.8%[27.3 µM] | -5.8
CCCN(CCC)C(=O)CC1=CSC2=NC(CC)=C(C(=O)OC)C(c3cccc(F)c3)N12 (centres undefined) | ? | 7.1% | ? | 2.9% | 3.0% | -8.5% | 17.6
COc1ccc(CN2CCOC[C@H](Oc3ccc(C(F)(F)F)cn3)C2)cc1 | -22.7%[138 µM] | -22.3%[87.6 µM] | ? | 3.5%[87.6 µM] | -10.6%[172 µM] | i | -1.3
CCOc1ccccc1CNC(=O)CN1C(=O)c2cccnc2Oc2ccc(Cl)cc21 | · | -12.9% | · | -5.8% | · | · | 0.2
CCOCCCNC(=O)c1c(C)noc1-c1cc(OC)c(OC)c(OC)c1 | -15.1% | -9.3% | -26.0% | 5.9% | -2.5% | i | 18.5
O=C1CCCCCN1C1CCN(Cc2ccsc2)CC1 | -23.8%[138 µM] | 11.0%[87.6 µM] | -11.0%[172 µM] | 1.7%[87.6 µM] | 11.7%[172 µM] | i | 16.5
O=C(N[C@@H]1c2ccccc2C[C@@H]1O)c1cc(COc2ccccc2F)[nH]n1 | -15.6% | -5.1% | ? | 1.1% | -7.4% | -1.6% | 10.9
COc1ccc(-c2cc(C(F)(F)F)n3nc(C(=O)Nc4cccc(Cl)c4C)cc3n2)cc1 | · | -16.7% | · | 7.6% | · | · | 24.1
O=C(N1CCC(F)CC1)C1(c2ccc(Cl)cc2)CCOCC1 | i | -4.3% | -9.8% | 1.9% | · | i | -14.0
CNc1nc2c(s1)C(c1ccc(F)c(F)c1)CC(=O)N2 (centres undefined) | -0.5% | 16.5% | 4.8% | 10.0% | -17.0% | ? | -37.0*
Cc1cn2c(=O)cc(COC(=O)c3cccc(NC(=O)c4ccccc4C)c3)nc2s1 | · | 34.5%[activator] | · | -0.9% | · | · | 6.8
O=C1NCN(c2ccccc2)C12CCN(CCCC(c1ccc(F)cc1)c1ccc(F)cc1)CC2 | · | ? | · | -22.3% | · | -13.5%&-13.5% | 8.6
CC(=O)N1CCC(C(=O)N2CCC(n3cc(-c4nc(-c5ccccc5)no4)nn3)CC2)CC1 | -3.2% | 17.3% | -19.3% | -11.8% | -20.5% | 1.0% | 23.6
Cc1ccc(C(=O)N2C[C@@H](Oc3ccccc3)C[C@@H]2C(=O)N2CCOCC2)cn1 | -6.7% | 38.9%[activator] | -18.4% | -8.1% | -8.1% | -2.3% | 10.8
O=C(NCCC1CCN(C(=O)Nc2ccccc2F)CC1)c1cccc(F)c1 | -19.3% | 89.6%[activator] | ? | -1.4% | -10.1% | 0.8% | -9.5
CCN1CCN(C(=O)C2CCc3nnc(CNC(C)=O)n32)CC1 (centres undefined) | -5.4%[138 µM] | 13.7%[87.6 µM] | -2.4%[172 µM] | -4.0%[12.5 µM] | · | -8.0%[88.5 µM] | 9.6
CN1CCC(NC(=O)C(C)(C)Oc2nn(CCOc3ccccc3)c3ccccc23)CC1 | 39.8µM* | 5.6%[87.6 µM] | 89.1µM* | -6.1%[87.6 µM] | 14.8%[172 µM] | 2.4%[88.5 µM] | 2.3
CCn1c(C2CCCN(C(=O)Nc3ccc4c(c3)OCCO4)C2)nn(C)c1=O (centres undefined) | 1.3% | 75.4%[activator] | 7.8% | 8.3% | 6.31µM* | i | 5.5
c1ccc(-c2noc(-c3nc(-c4ccccn4)no3)n2)cc1 | -24.9% | 51.0%[activator] | -6.3% | 1.8% | -36.8% | i | -16.0
Cn1nnc2c(NCc3ccccc3Cl)ncnc21 | · | -3.9% | · | -0.4% | · | · | -9.3
O=C(C1CCCCN1Cc1ccc(-c2ccsc2)cc1)N1CCCC1 (centres undefined) | -32.7% | 25.9% | ? | 10.1% | · | i | -4.0
COc1ccc(CCN2C(=O)c3[nH]nc(-c4ccccc4O)c3C2c2cccc(OC)c2)cc1 (centres undefined) | · | ? | · | -21.0% | · | · | 2.4
CNC(=O)[C@@H]1CN(C(=O)c2cc(C)n(Cc3ccco3)c2C)C[C@H]1CO | -12.8% | 7.5% | -2.0% | -0.5% | 0.0% | i | 21.0
Cn1nc(C2CC2)cc1NC(=O)c1ccccc1Cl | -20.5%[138 µM] | 81.6%[activator][87.6 µM] | -10.3%[172 µM] | -3.7%[87.6 µM] | · | i | 1.5
COCCCn1c(=O)c(C(=O)N2CCN(C(=O)Nc3ccccc3)CC2)nc2cccnc21 | 0.5% | 3.2% | -6.1% | 6.9% | · | 4.6% | -11.7
O=C(C1CCOCC1)N1CCCCCCn2c(nnc2-c2ccc(F)cc2)CC1 | -19.3% | 19.9% | -7.9% | -3.7% | 0.1% | -11.1% | 7.3
CCCNC(=O)c1cccc2c1CCN2S(=O)(=O)c1ccccc1F | -18.6% | 2.1% | ? | -13.7% | 2.2% | -12.7% | -12.9
N#Cc1ccc(CN2CCn3c(nnc3C3CCCNC3)C2)cc1 (centres undefined) | -14.0% | ? | -6.5% | -23.6% | -9.8% | i | 2.6
O=C(NCC1(COc2ccccc2)C[C@@H](O)[C@@H](O)C1)c1ccno1 (some centres undefined) | i | 7.2%[87.6 µM] | i | 3.4%[87.6 µM] | -0.5%[172 µM] | -1.0%[88.5 µM] | 15.0
CCOc1ccccc1C(=O)NC1CCCN(c2cc(-c3ccc(F)cc3)[nH]n2)C1 (centres undefined) | 31.6µM* | -2.1% | 39.8µM* | -23.8% | -7.3% | -23.4% | 1.8
O=C(NCC(c1cccnc1)N1CCc2ccccc21)c1ccc(F)cc1 (centres undefined) | · | -12.1% | · | -14.9% | · | · | 19.4
CC1(C)[C@H](Cc2cc(-c3ccc(F)cc3)on2)C[C@@H]1NC1CCOCC1 | ? | 6.5%[87.6 µM] | ? | -15.2%[87.6 µM] | -0.5%[172 µM] | 4.4%[88.5 µM] | -5.1
CCC(=O)N1CCc2cc(CNS(=O)(=O)c3ccc(C(C)C)cc3)ccc21 | · | ? | · | ? | · | · | 1.8

Filtered by structure, those above with a CF3 group
SMILES | NIH3T3 tox | SNCA expr inh | HEK293 tox | SNCA viab count | Luciferase inh | GPT2 inh | IP6K1 inhibitor
COc1ccc(CN2CCOC[C@H](Oc3ccc(C(F)(F)F)cn3)C2)cc1 | -22.7%[138 µM] | -22.3%[87.6 µM] | ? | 3.5%[87.6 µM] | -10.6%[172 µM] | i | -1.3
COc1ccc(-c2cc(C(F)(F)F)n3nc(C(=O)Nc4cccc(Cl)c4C)cc3n2)cc1 | · | -16.7% | · | 7.6% | · | · | 24.1

The list continues.
SMILES | NIH3T3 tox | SNCA expr inh | HEK293 tox | SNCA viab count | Luciferase inh | GPT2 inh | IP6K1 inhibitor
c1ccc(CNc2ncncc2-c2nc(-c3ccccc3)no2)cc1 | -17.6% | -3.2% | -7.4% | -3.0% | -2.1% | i | -9.0
COc1cccc(CNC(=O)c2ccc3nnc(-c4cccc(C(F)(F)F)c4)n3c2)c1 | ? | ? | 44.7µM* | -16.2% | · | i | -9.1
COc1cccc(CC(=O)N2CCC3(CC2)CC(CC(=O)NCc2ccccc2)CCO3)c1 (centres undefined) | -30.3% | -4.2% | ? | -12.7% | · | i | -14.1
O=C1NCCCCCCN(Cc2ccncc2)[C@@H]2CN(S(=O)(=O)c3cccc(F)c3)CC[C@@H]12 | -7.0% | 2.5% | -13.6% | -8.5% | -5.2% | 0.4% | 5.3
CCOC(=O)c1c(NC(=O)c2ccc(OCC)c(Br)c2)sc2c1CCCC2 | · | 27.1% | · | -20.4% | · | · | -18.8
NC(=O)NS(=O)(=O)c1ccc(N)cc1 | · | 59.1%[25.6 µM] | · | -20.8%[23.9 µM] | · | -3.6% | -6.6
CCNc1cc(N2CCC(CCC(=O)Nc3cc(C)ccc3OC)CC2)ncn1 | ? | -4.7% | ? | -12.3% | ? | -21.6% | -2.9
CCCn1cc(CN2CCc3nc(NC)nc(C(=O)N4CCCC4)c3C2)c(C)n1 | ? | 10.3% | ? | 3.0% | -2.8% | 1.6% | -0.8
COCc1c(C(=O)N2C[C@@H](CO)[C@H](c3ccccn3)C2)noc1C | i | -13.4% | i | 3.9% | -5.1% | -4.9% | 5.0
CC(=O)N1CCN(C2CCOC3(CCN(S(=O)(=O)c4ccccc4)CC3)C2)CC1 (centres undefined) | -23.2% | -10.4% | ? | 1.5% | 3.4% | 2.8% | -1.2
CS(=O)(=O)N(Cc1cccnc1)C1CN(C(=O)Cc2c[nH]c3ccccc23)C1 | i | 8.3% | 39.9%[activator] | -6.9% | 1.0% | 2.6% | -3.9
Cc1ccccc1-c1noc(-c2ccc(N3CCOCC3)c([N+](=O)[O-])c2)n1 | · | -3.1% | · | 10.3% | · | · | 11.6
C[C@@H]1O[C@@H](O[C@H]2[C@H](OC(=O)[C@]34CCC(C)(C)C[C@H]3C3=CCC5[C@@]6(C)C[C@@H](O)[C@@H](O[C@@H]7O[C@H](CO)[C@@H](O)[C@H](O)[C@H]7O)[C@@](C)(CO)C6[C@H](O)C[C@@]5(C)[C@]3(C)CC4)OC[C@H](O)[C@@H]2O)[C@H](O)[C@H](O[C@@H]2OC[C@](O)(CO)[C@H]2O)[C@H]1O[C@@H]1OC[C@@H](O)[C@H](O[C@H]2O[C@H](C)[C@@H](O)[C@H](O)[C@@H]2O)[C@H]1O (some centres undefined) | · | · | · | -17.3%[12.5 µM] | · | i[11.5 µM] | 13.4
COc1ccc(OC)c([C@@H]2Nc3ccc(C(=O)O)cc3[C@@H]3C=CC[C@@H]32)c1 | · | 16.3% | · | 4.7% | · | · | -27.4*
